LDHA inh: LDHA (human) enzyme inhibition; P00338; AID 1347041; hit rate 0.15% among 480,000; activity change, % (values are at about 110 or 230 µM); purified LDHA, NADH/diaphorase-resazurin fluorescence; hits give low values; in the data active = activity change below about -30%; inconclusive = mostly about -25% to -30%;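 also: plate controls were DMSO wells for no effect and wells without enzyme for full effect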
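LDH5 2 nM; NADH 0.06 mM, pyruvate 0.2 mM; 200 mM Tris pH 7.4, EDTA, Tween-20; 5 min RT. Detection: diaphorase 0.133 mg/mL + resazurin 37 µM, fluorescence ex540/em590 at 0 and 20 min; normalized to enzyme-free and DMSO wells.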
Numbers without * were called inactive; u = inconclusive.

SMILES | LDHA inh
C=CCNC(=O)c1cccc(C(=O)OC)c1 | 0
COc1ccc(C(=O)Nc2ccc(N3CCN(S(C)(=O)=O)CC3)cc2)cc1OC | u
COC(=O)[C@@]12C[C@@H](CC(=O)NCC34CC5CC(CC(C5)C3)C4)C(=O)N(CCc3ccc(OC)c(OC)c3)C1=CCC(C)(C)C2 | 4
Cn1nc(CC(=O)Nc2cccc(OC(=O)c3ccc(C(C)(C)C)cc3)c2)c2ccccc2c1=O | -3
S=C1NN=C(c2ccccc2)C(c2ccccc2)N1 (stereo not drawn) | 4
Cc1cnc(C(=O)NCc2ccc(C)s2)cn1 | 10
COc1ccccc1N(CCC#N)C(=O)Cn1nc(C(=O)O)c2ccccc2c1=O | -5
Oc1ccc(-n2nnnc2SCc2ncc(-c3ccc(Cl)cc3)o2)cc1 | 4
COc1cc(C(=O)Nc2sc3ccccc3c(=O)c2-c2ccccc2)cc(OC)c1OC | 2
Cc1ccc(CNC(=O)CC23CC4CC(CC(C4)C2)C3)cc1 | 5
COc1ccc(/C=C/C(=O)c2ccc(C)cc2)cc1 | 8
CC(C)(C)NC(=O)C1c2ccccc2OCC(=O)N1Cc1ccc2c(c1)OCO2 (stereo not drawn) | -8
O=C(CSCc1ccccc1)c1ccc[nH]1 | 7
Cc1ccc(-c2cnc(CCC(=O)N3CCN(CC(=O)Nc4cccc(F)c4)CC3)o2)cc1 | -19
CCC(=O)Oc1ccc2cc(-c3nc(-c4ccccc4C)no3)c(=O)oc2c1 | -1

Part of the list above, in CSV form:
molecule,LDHA inh
COC(=O)[C@@]12C[C@@H](CC(=O)NCC34CC5CC(CC(C5)C3)C4)C(=O)N(CCc3ccc(OC)c(OC)c3)C1=CCC(C)(C)C2,4
Oc1ccc(-n2nnnc2SCc2ncc(-c3ccc(Cl)cc3)o2)cc1,4
CC(C)(C)NC(=O)C1c2ccccc2OCC(=O)N1Cc1ccc2c(c1)OCO2 (stereo not drawn),-8
CCC(=O)Oc1ccc2cc(-c3nc(-c4ccccc4C)no3)c(=O)oc2c1,-1
COc1ccc(C(=O)Nc2ccc(N3CCN(S(C)(=O)=O)CC3)cc2)cc1OC,u
O=C(CSCc1ccccc1)c1ccc[nH]1,7
Cc1cnc(C(=O)NCc2ccc(C)s2)cn1,10

Going on with the list:
SMILES | LDHA inh
CN(C)C(=O)CN(C)c1ncnc2sc3c(c12)CCCC3 | -1
Cc1occc1-c1nc(-c2cccc(Br)c2)no1 | -2
Cc1oc(-c2nc(C#N)c(NC3CC3)o2)cc1S(=O)(=O)N(C)c1ccccc1 | -6
NCCC(=O)Nc1cccc(-c2nn3c(=O)cc(N4CCNCC4)nc3s2)c1 | 2
Cc1[nH]c2c(Cl)cccc2c1C | 9
CCC(CC)NC(=O)COC(=O)c1cc(-c2ccc(C)o2)nc2ccccc12 | 5
O=c1[nH]cccc1NS(=O)(=O)c1ccc(F)cc1 | 29
O=c1c2ccccc2c(-c2cccs2)nn1CC(O)COCc1ccc(Cl)cc1 (stereo not drawn) | 0
COCCCNC(=O)Cn1ccc2c(Cl)cccc21 | -13
COc1cccc(C(=O)Nc2oc3ccc(Cl)cc3c(=O)c2-c2ccc3c(c2)OCO3)c1 | 8
NC(=O)NCc1ccc(C(=O)NCc2ccc(C(F)(F)F)cc2)cc1 | -4
CN(C)c1ncccc1CNC(=O)Cc1ccc(F)cc1 | 1
COc1ccc2nc(SCC(=O)Nc3nc(C)cs3)[nH]c2c1 | 1
Cc1sc(-c2ccco2)nc1C(=O)NC(c1ccccc1)c1nccn1C (stereo not drawn) | 3
O=C(c1ccccc1)c1ccc2n1CCC2C(=O)Nc1ccc(C(F)(F)F)cc1 (stereo not drawn) | 12

Continued, overlapping the part above by three compounds.
SMILES | LDHA inh
COc1ccc2nc(SCC(=O)Nc3nc(C)cs3)[nH]c2c1 | 1
Cc1sc(-c2ccco2)nc1C(=O)NC(c1ccccc1)c1nccn1C (stereo not drawn) | 3
O=C(c1ccccc1)c1ccc2n1CCC2C(=O)Nc1ccc(C(F)(F)F)cc1 (stereo not drawn) | 12
COc1ccc(C(=O)N(Cc2ccccc2)Cc2ccccc2)c(O)c1 | -1
COc1ccc(-c2nc(C#N)c(NCC(C)C)o2)cc1 | 1
O=C(OCc1ccccc1)N1CCN(C(c2ccnc3ccccc23)c2nnnn2-c2ccc3c(c2)OCCO3)CC1 (stereo not drawn) | -9
Cc1ncsc1C(=O)NCc1ccc(N2CCCC2)nc1 | 10
O=C(COc1ccc(Cl)cc1)Nc1ccc2oc(-c3ccccc3)nc2c1 | -5
CC(O)C(NC(=O)c1cc(Cl)ccc1F)C(=O)O (stereo not drawn) | 8
Cn1c(=O)c2c(ncn2CCC(=O)Nc2c(Cl)cccc2Cl)n(C)c1=O | -3
Cn1c(=O)n(C)c2cc(SCc3ccco3)c(NC(=O)c3ccc(Cl)cc3)cc21 | -4
Cc1ccc(Nc2nc3ccccc3nc2NS(=O)(=O)c2ccccc2)cc1F | 5
CN(CC(=O)N1CCN(CC(=O)NC(C)(C)C)CC1)c1nc(-c2ccccc2)c2ccccc2n1 | 2
COc1cccc(NC(=O)c2cc3c(=O)n4ccccc4nc3n2C)c1 | 13
CCOc1ccc(Nc2oc(-c3ccc(OCC)cc3)nc2C#N)cc1 | 11
Cc1ccc(S(=O)(=O)NCc2nnnn2-c2ccc(C)c(C)c2)cc1 | 3
CC(C)n1nc(C(=O)Nc2ccc3ccccc3n2)c2ccccc2c1=O | 8
CN(C)C(=O)C1CN(C(=O)CCc2ncc(-c3ccc(F)cc3)o2)c2ccccc2O1 (stereo not drawn) | -6
COc1ccc(Oc2c(C)oc3cc(O)ccc3c2=O)cc1 | 0
Cc1cccc(Nc2nc(C(=O)N3CCc4ccccc4C3)cs2)c1 | 0
Cc1cccc(C(=O)NCc2sccc2C)n1 | 4
O=C(NCCc1ccncc1)c1ccccc1Br | 10
CN(C)CCNC(=O)C1CCN(c2nc(Cl)nc3nc[nH]c23)CC1 | 6
Cc1c(Cl)cccc1NC(=O)NCCCN(C)CC(F)(F)F | 11
Cc1nn(C)c(C)c1C(C)C(=O)Nc1cc(F)c(N(C)C)c(F)c1 (stereo not drawn) | 0
CCCCn1c(=O)c2c(nc(-n3nc(C)c(C)c3C)n2CCOCC)n(C)c1=O | 1
CCOC(=O)COc1cc(C)cc2oc(=O)cc(-c3ccccc3)c12 | -4
O=C(O)c1ccc(CNC2CCCC2)cc1 | 9
CCOc1ccc2cc(/C(=N/O)C3CCCCC3)ccc2c1 | -4
Cc1c(Cl)c(C(=O)Nc2sc3c(c2C#N)CCC3)nn1C | -3
COc1ccc(Nc2cc(C)nc(N3CCN(C(=O)Nc4cc(C)ccc4C)CC3)n2)cc1 | 8
N#Cc1ccc(OCCSC2=NCCS2)cc1 | 2
O=C(CSc1ncc(-c2ccc(Br)cc2)o1)NC1CCCCC1 | 14
CNc1c(NC(=O)CC(=O)OC)c(=O)oc2ccccc12 | 3
Cc1cc(C(=O)CSc2nnc(CN3CCCC3)n2-c2ccccc2)c(C)n1CC(F)(F)F | -5
O=C1c2ccccc2C(=O)N1c1cccc(=O)[nH]1 | 18
Cc1ccc(C(=O)c2ccccc2C(=O)OCCOc2ccc(Cl)cc2Cl)cc1 | -4
CCC(C)NCc1ccc(C)s1 (stereo not drawn) | -3
CCOC(=O)c1ccc(Nc2nc(N)c(C(=O)c3ccc(C)cc3C)s2)cc1 | 9
NCc1cc(Br)ccc1OC(F)F | -1
COc1cccc(N2CCN(C(=O)COc3ccc4c(=O)c(-c5ccccc5)coc4c3)CC2)c1 | 5
COC(=O)c1cc(OC(=O)Cc2ccc(Cl)cc2)cc(C(=O)OC)c1 | -3
Cc1ccc(-c2c(NC(=O)c3cccc([N+](=O)[O-])c3)oc3ccccc3c2=O)cc1 | 7
CCCOc1ccc(/C=C(/C#N)c2nc3ccccc3[nH]2)c(OCCC)c1 | 14
O=C(CCN(Cc1ccco1)C1CCCC1)Nc1ccccc1 | 8
CCC(CC)NC(=O)/C=C/c1ccccc1 | 0
O=C(NC1CCCCC1)c1cccc2ccccc12 | -1
COc1cc(C(=O)/C=C/c2ccc(Cl)cc2)ccc1OCC(=O)O | -1
Cc1c(-c2cccc(Cl)c2)nn2c1NC(=O)CC2C(=O)Nc1ccc2c(c1)OCO2 (stereo not drawn) | -1
COC(=O)c1[nH]c2ccccc2c1NC(=O)CN1CCCC(C)C1 (stereo not drawn) | 4
COc1cccc(N2C(=O)CN(C3CCCCC3)[C@H]3CS(=O)(=O)C[C@H]32)c1 | 1
Cc1cccc(C(=O)Nc2ccc(C3(C(=O)NCCC(C)C)CCCCC3)cc2)c1 | -2
Cc1cccc(CN2CCC(CNC(=O)c3cccc4c3SCCC4=O)CC2)c1 | -5
O=C(CCc1c[nH]c2ccccc12)N(Cc1ccc(F)cc1)C1CC1 | 9
O=C(Cc1cccc(F)c1)Nc1c(NC2CCCCC2)c2ccccc2oc1=O | 6
CCCCn1cc(S(=O)(=O)c2ccccc2)c(=O)c2cc(CC)ccc21 | 4
Cc1sc(-c2nc(-c3ccccc3)no2)cc1S(=O)(=O)N1CCCCCC1 | -3
Cn1nc(C(=O)Nc2nc(-c3ccncc3)cs2)c2ccccc2c1=O | 3
CCOCCCNC(=O)C(NC(=O)c1cccc(C)c1)C(C)C (stereo not drawn) | 0
CCCN(CC1CC1)C(=O)CNC(N)=O | 11
Cc1ccc(COC(=O)c2ccccc2Nc2ccccc2)cc1 | -22
Cc1ccc(/C=C/C(=O)c2c(C)nc3ccc(Br)cc3c2-c2ccccc2)o1 | 11
Cc1ccc2c(Cl)cc(Cl)c(OCC(=O)NC(=O)NC(C)C)c2n1 | 6

Entries above containing a CF3 group:
SMILES | LDHA inh
NC(=O)NCc1ccc(C(=O)NCc2ccc(C(F)(F)F)cc2)cc1 | -4
O=C(c1ccccc1)c1ccc2n1CCC2C(=O)Nc1ccc(C(F)(F)F)cc1 (stereo not drawn) | 12
Cc1c(Cl)cccc1NC(=O)NCCCN(C)CC(F)(F)F | 11
Cc1cc(C(=O)CSc2nnc(CN3CCCC3)n2-c2ccccc2)c(C)n1CC(F)(F)F | -5

Next section:
SMILES | LDHA inh
CCOC(=O)C1=CN(c2ccc(C)cc2)C=C(C(=O)OCC)C1c1cccc(OCC)c1 | 5
CC1=C(C(=O)c2ccc(Cl)cc2)C(c2ccccc2)NC(=O)N1 (stereo not drawn) | 2
C#CCNC(=O)c1cc(-c2ccccc2)nc2ccccc12 | 5
Cc1ccsc1C(=O)NC(C)c1ccc(F)c(F)c1 (stereo not drawn) | -1
CCCn1nc(C(=O)NCC(c2cccs2)N(C)C)c2ccccc2c1=O (stereo not drawn) | -16
Cc1ccc(Cl)cc1N1CCN(CC(=O)NC2CCCC2)CC1 | -3
CN(C)CCCNCc1cccs1 | 1
Cc1ccc(OCCN(C)C(C)c2nc3ccccc3c(=O)[nH]2)cc1 (stereo not drawn) | 2
CC(C)Oc1nc2ccccc2nc1N1CCC(C(=O)NCc2ccccc2Cl)CC1 | -2
O=S(=O)(c1ccc(F)cc1)N1CCN(Cc2cccc3cccnc23)CC1 | -10
CCN1C(=O)COc2ccc(-c3nc(NC(=O)c4ccncc4)sc3C)cc21 | 1
Cc1cccnc1-n1c(C)c(C)c2c1ncn1nc(Cc3ccccc3)nc21 | 13
C#CCOc1c(Cl)cc(/C=C2\NC(=O)NC2=O)cc1OCC | -2
COc1ccc2c(c1)C(O)(CC(=O)c1ccc(F)cc1)C(=O)N2 (stereo not drawn) | 2
CNC(=O)Cn1ccc2cc(S(=O)(=O)N3CCCCC3)ccc21 | -1
CCC(=O)Nc1ccc(-c2csc(NCCOC)n2)cc1 | 8
CN(Cc1cccs1)C(=O)c1ccc2ccccc2c1 | 2
CCCOc1ccc(OCCBr)cc1 | 2
CCN(CC)C(=O)CSc1nc2ccccc2c(=O)n1CCc1cccs1 | 0
CCOc1ccccc1NC(=O)CCc1ccc(-c2ccc(C)cc2)o1 | -8
Cc1nc(/C=C/C(=O)N(Cc2ccccc2)C2CC2)cs1 | -19
CCOC(=O)COc1ccc2cc(-c3ccccc3)c(=O)oc2c1 | 21
CCOC(=O)c1ccc2ncc(C(=O)OCC)c(NCCCOC(=O)c3cccnc3)c2c1 | 15
CC(=O)C(=Cc1ccccc1)c1ccccc1 | -3
Cc1ccc(C)c(NC(=O)N2CCC(N3CCN(Cc4ccccn4)C(=O)C3=O)CC2)c1 | -15
CN(C)C1(c2nnnn2-c2cccc(C(F)(F)F)c2)CCCC1 | 8
COC(=O)c1cc2occc2n1Cc1cccc(OC)c1 | -2
CC1CCC(=NNC(=O)c2ccc(Br)o2)CC1 (stereo not drawn) | 1
CC(C)(C)n1nnnc1SCc1csc(Nc2ccccc2)n1 | 9
O=C1/C(=C/c2cccc(F)c2)CSc2ccc(F)cc21 | 4
CC(C)Cn1cc(NC(=O)NCC2CCN(Cc3cccc(Cl)c3)CC2)c2ccccc2c1=O | 26
CCC(=O)c1ccc(Oc2cc(C#N)c(C#N)cc2N2CCOCC2)cc1 | 8
Cc1cccc(C)c1NC(=O)C(C1CC1)n1c(-c2ccc(-c3ccccc3)cc2)nc2ccccc21 (stereo not drawn) | -7
CCOC(=O)C1CCC(CNC(=O)N2CCCC2c2ccc(OC)cc2)CC1 (stereo not drawn) | -6
CC(=O)Nc1ccc2nc(-c3ccccc3)oc2c1 | 2
CCCc1[nH]nc2c1C(c1ccccc1C(F)(F)F)C(C#N)=C(N)O2 (stereo not drawn) | -9
CCOc1cc(/C=C/C(=O)c2ccc(OC)c(Br)c2)ccc1OC | 1

This is a subset; rates above refer to the full screens.
